MMP13 fTHP cleavage: human MMP13 inhibition, fluorescence-interfering compounds – biochemical, possible fluorescent artifacts, delta fluorescence, confirmation (AID 734); 5,100 tested, under 10 active; MMP13 fTHP FRET cleavage, delta fluorescence 4 h; hits give high values; inhibition, %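 (each compound tested at 4 µM nominal in triplicate)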;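 active = inhibition above the mean inhibition over all tested compounds plus 3 SD, cut at about 75% in these data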;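 also: 0% = DMSO only wells and 100% = 8 µM reference MMP13 inhibitor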
The depositor's hits bear a star. This is a subset; rates above refer to the full screens.

`CCCOc1ccccc1-c1nc(SCCC(=O)O)n[nH]1` gave MMP13 fTHP cleavage 6.
Screening Cc1cccc(N2CCN(C(=O)c3ccncc3)CC2C)c1 (stereo not given) returned MMP13 fTHP cleavage 4.
Screening O=C1C(=O)N(CCO)C(c2cccc(F)c2)/C1=C(\O)c1ccc(Cl)cc1 (stereo not given) returned MMP13 fTHP cleavage 7.
`Cc1ccc2c(c1)c1c3n2CCN(C(=O)C2CC2)C3CCC1` (stereo not given) gave MMP13 fTHP cleavage 1.
For N#Cc1nc(-c2ccc(F)cc2)oc1NCc1cccc2c1OCO2 the results were MMP13 fTHP cleavage -9.
For O=c1[nH]c2cc3c(cc2cc1C(c1nnnn1C1CCCC1)N1CCSCC1)OCCO3 (stereo not given) the results were MMP13 fTHP cleavage 1.
`COc1ccc(-c2cc3nc(-c4ccccc4)cc(N4CCC5(CC4)OCCO5)n3n2)cc1` gave MMP13 fTHP cleavage -23.
Screening Clc1ccc2[nH]c3c(NCC4CCCO4)ncnc3c2c1 (stereo not given) returned MMP13 fTHP cleavage 4.
`CC(C)(CNS(=O)(=O)c1ccc(Cl)cc1)N1CCCCC1` gave MMP13 fTHP cleavage 6.
Screening COc1ccc(C2CC(=O)C3=C(C2)Nc2ncnn2C3c2ccccc2C)cc1 (stereo not given) returned MMP13 fTHP cleavage 1.
CCN(CC)CCCN(Cc1cc2cc3c(cc2[nH]c1=O)OCCO3)C(=O)Nc1ccc(F)cc1 was read as MMP13 fTHP cleavage 2.
`CCN(CC)c1nc2nonc2nc1N(CC)CC` gave MMP13 fTHP cleavage 3.
Screening CCOC(=O)CSc1ncnc2c1cnn2-c1ccc(C)cc1 returned MMP13 fTHP cleavage 1.
`Cc1cccc2cc(CN(Cc3ccc(F)cc3)Cc3nnnn3C3CCCC3)c(=O)[nH]c12` gave MMP13 fTHP cleavage 4.
CCOC(=O)c1cnc2cc(Cl)c(OC)cc2c1NCC1CCCO1 (stereo not given) was read as MMP13 fTHP cleavage 4.
`Cc1cc(C)c2[nH]c(=O)c(=O)[nH]c2c1` gave MMP13 fTHP cleavage 7.
For CC(=O)Nc1ccc(S(=O)(=O)N(Cc2ccco2)CC2CCCO2)cc1 (stereo not given) the results were MMP13 fTHP cleavage -1.
CCOc1ccc2[nH]c(=O)c(CN(Cc3ccc(F)cc3)C(=O)c3ccco3)cc2c1 was read as MMP13 fTHP cleavage 3.
Cc1ccc(S(=O)(=O)c2c(N)n(Cc3ccco3)c3nc4ccccc4nc23)cc1 was read as MMP13 fTHP cleavage -6.
Screening COc1ccc(OC)c(-c2cc(C(=O)Nc3cc(C)n(Cc4ccc(Cl)cc4)n3)no2)c1 returned MMP13 fTHP cleavage 3.

Of the compounds above, four contain an aryl methoxy group.
`COc1ccc(-c2cc3nc(-c4ccccc4)cc(N4CCC5(CC4)OCCO5)n3n2)cc1` gave MMP13 fTHP cleavage -23.
Screening COc1ccc(C2CC(=O)C3=C(C2)Nc2ncnn2C3c2ccccc2C)cc1 (stereo not given) returned MMP13 fTHP cleavage 1.
CCOC(=O)c1cnc2cc(Cl)c(OC)cc2c1NCC1CCCO1 (stereo not given) was read as MMP13 fTHP cleavage 4.
Screening COc1ccc(OC)c(-c2cc(C(=O)Nc3cc(C)n(Cc4ccc(Cl)cc4)n3)no2)c1 returned MMP13 fTHP cleavage 3.

Carrying on:
Screening Cc1ccc2c(c1)NC(=O)C(CC(=O)NCc1cccnc1)O2 (stereo not given) returned MMP13 fTHP cleavage 2.
For N#Cc1c(NCCO)nc(NCc2ccccc2)c2c1CCN(Cc1ccccc1)C2 the results were MMP13 fTHP cleavage -4.
Screening Cc1cc(NC(=O)c2ccccc2NS(=O)(=O)c2c(C)c(C)cc(C)c2C)no1 returned MMP13 fTHP cleavage 6.
For COC(=O)c1cc(OC)c(OC)cc1NC(=O)CC1CCCCC1 the results were MMP13 fTHP cleavage -2.
`CCc1cc(=O)oc2cc(OCC(=O)OC)c(Cl)cc12` gave MMP13 fTHP cleavage 2.
Nc1cccc(C(=O)O)c1 was read as MMP13 fTHP cleavage 5.
For NC(=O)C1CCCN(C(=O)Nc2cccc3ccccc23)C1 (stereo not given) the results were MMP13 fTHP cleavage 1.
For O=C(CCSc1nc2cc(Cl)ccc2o1)N1CCOCC1 the results were MMP13 fTHP cleavage 3.
Cc1nc2nc(-c3ccccc3)cn2nc1C was read as MMP13 fTHP cleavage -9.
Screening CC1CCN(c2oc(-c3cccc4ccccc34)nc2C#N)CC1 returned MMP13 fTHP cleavage 18.
CCCCc1cc(=O)oc2cc(C)cc(OCC(=O)O)c12 was read as MMP13 fTHP cleavage 5.
Cc1ccc(-c2nn(-c3ccccc3)cc2C2SCC(=O)N2Cc2ccccc2)o1 (stereo not given) was read as MMP13 fTHP cleavage 7.
`Cc1cc(=O)oc2c(CN3CCC(C)CC3)c(O)c(Cl)cc12` gave MMP13 fTHP cleavage -119.
CC1(C)Cc2c(c(N3CCOCC3)nc3snc(N)c23)CO1 was read as MMP13 fTHP cleavage -2.
O=c1[nH]c(NCCCO)nc2c1C1(CCCC1)Cc1ccccc1-2 was read as MMP13 fTHP cleavage -17.
Screening CN(C)CCCN1C(=O)c2oc3ccc(F)cc3c(=O)c2C1c1cccnc1 (stereo not given) returned MMP13 fTHP cleavage 5.
Screening CCOc1ccc(CC(=O)Nc2c(C(N)=O)oc3ccc(Br)cc23)cc1OCC returned MMP13 fTHP cleavage 4.
Screening CC1(C)Cc2c(C#N)c(NCC3CCCO3)nc(-c3ccco3)c2CO1 (stereo not given) returned MMP13 fTHP cleavage -5.
Screening CSc1nnc(-c2cccs2)n1-c1ccccc1 returned MMP13 fTHP cleavage 5.
Screening CCCC(=O)Nc1ccc2oc(-c3ccncc3)nc2c1 returned MMP13 fTHP cleavage 2.
Screening COc1ccc(OCC(=O)N2CCOCC2)cc1 returned MMP13 fTHP cleavage 6.
For COc1cc2cc(CN(CCCO)S(=O)(=O)c3ccccc3)c(=O)[nH]c2cc1OC the results were MMP13 fTHP cleavage 5.
COc1ccc(-c2ccc(S(=O)(=O)N3CCOCC3)cc2)cc1 was read as MMP13 fTHP cleavage -7.
CCCCOC(=O)Nc1nnc(-c2ccccc2OC)s1 was read as MMP13 fTHP cleavage 2.
CCCC(=O)Nc1ccc2oc(-c3cccnc3)nc2c1 was read as MMP13 fTHP cleavage -3.
Screening CCOC(=O)N1CCN(C(=O)c2cnn3c(C(F)F)cc(-c4ccc(C)cc4)nc23)CC1 returned MMP13 fTHP cleavage 0.
Screening CC(=O)Nc1nonc1-c1nc2ccccc2n1CCC(C)C returned MMP13 fTHP cleavage -3.
c1ccc2c(c1)nc(NCC1CCCO1)c1nnnn12 (stereo not given) was read as MMP13 fTHP cleavage 7.
N#Cc1c(N)n(CCOC(=O)c2cccc(Br)c2)c2nc3ccccc3nc12 was read as MMP13 fTHP cleavage -12.
For CCc1nc(Nc2ccc3nccnc3c2)c2oc3ccccc3c2n1 the results were MMP13 fTHP cleavage -31.
Screening CC(=O)Nc1nc(C)c(S(N)(=O)=O)s1 returned MMP13 fTHP cleavage 4.
Screening N#Cc1cn(-c2ccccc2)nc1-c1cc2ccccc2oc1=O returned MMP13 fTHP cleavage -1.
`CC1(C)Cc2nc3oc4c(NCc5ccccc5)ncnc4c3cc2CO1` gave MMP13 fTHP cleavage -4.
COc1cc(C2Nc3ccccc3C(=O)N2c2ccccc2OC)ccc1O (stereo not given) was read as MMP13 fTHP cleavage -2.
Screening COCCCNC(=O)CCC(=O)Nc1ccc2nc(N3CCOCC3)cc(C)c2c1 returned MMP13 fTHP cleavage 5.
CCCCn1c(NC(C)=O)c(C#N)c2nc3ccccc3nc21 was read as MMP13 fTHP cleavage -3.
`CCC(Sc1ccc2nnc(-c3ccc(F)cc3)n2n1)C(=O)OC` (stereo not given) gave MMP13 fTHP cleavage 6.
`C(=N\n1cnnc1)/c1cn(-c2cccs2)nc1-c1ccccc1` gave MMP13 fTHP cleavage 1.
Clc1ccc(-n2ncc3c(NCC4CCCO4)ncnc32)cc1 (stereo not given) was read as MMP13 fTHP cleavage 3.
For CC1(C)Cc2c(C#N)c(N3CCOCC3)nc(Cc3ccccc3)c2CO1 the results were MMP13 fTHP cleavage -2.
O=C(CN(Cc1ccccc1)C(=O)CCC(=O)Nc1nccs1)NCc1ccco1 was read as MMP13 fTHP cleavage 5.
Screening Cc1ccc(-c2cc(C(=O)N3CCOCC3)c3ccccc3n2)cc1 returned MMP13 fTHP cleavage 7.
Screening CS(=O)(=O)Nc1ccc2c3c(cccc13)CC2 returned MMP13 fTHP cleavage 9.
`CCOC(=O)c1cnn2c(C(F)(F)F)cc(-c3cn(C)nc3C)nc12` gave MMP13 fTHP cleavage -9.
CC1(C)Oc2ccc3ccc(=O)oc3c2C(N2CCCCC2)C1O (stereo not given) was read as MMP13 fTHP cleavage 4.
For COc1cc2c(cc1OC)-c1cc(OCc3cccnc3)nc(=O)n1CC2 the results were MMP13 fTHP cleavage 38.
For O=C(CSc1ccc2nnc(-c3cccc(F)c3)n2n1)NCC1CCCO1 (stereo not given) the results were MMP13 fTHP cleavage 1.
Screening O=C(O)CCCC(=O)Nc1cccc(-c2nc3ccccc3[nH]2)c1 returned MMP13 fTHP cleavage -2.
CC(C)(C)NC(=O)Nc1ccc2nccnc2c1 was read as MMP13 fTHP cleavage -6.
Screening O=C(CSc1nnc(-c2cccs2)o1)c1cccs1 returned MMP13 fTHP cleavage 5.
`CCN(CC)CCN1C(=O)c2ccccc2NC1c1cccc(F)c1` (stereo not given) gave MMP13 fTHP cleavage -6.
N#Cc1c(-c2ccco2)cc(-c2cccnc2)nc1N was read as MMP13 fTHP cleavage -17.
`Cc1nc2ccc(NC(=O)N3CCN(c4ccccn4)CC3)cc2s1` gave MMP13 fTHP cleavage 5.
Screening CN(C(=O)c1cccc(N2C(=O)C3CC=CCC3C2=O)c1)C1CCCCC1 (stereo not given) returned MMP13 fTHP cleavage -2.
Screening CC(=O)Oc1cc2oc(=O)c3c(c2cc1Cl)CCC3 returned MMP13 fTHP cleavage -179.
COc1ccc(N(C)C(=O)CCC(=O)Nc2ccc3nc(N4CCOCC4)cc(C)c3c2)c(OC)c1 was read as MMP13 fTHP cleavage 10.
Screening Cc1cc(C)n(-c2c(F)c(F)c(CN3CCCCC3)c(F)c2F)n1 returned MMP13 fTHP cleavage 2.
Cc1csc(NC(=O)c2cc3c(s2)-c2ccccc2OC3)n1 was read as MMP13 fTHP cleavage 6.
COc1cc(Cl)cc(NC(=O)CCN2CCN(C)CC2)c1 was read as MMP13 fTHP cleavage 6.
COc1cccc(-c2cc(C(=O)N3CCN(c4ncccn4)CC3)c3ccccc3n2)c1 was read as MMP13 fTHP cleavage 3.
Screening CCCCN(C)CCNC(=O)c1c[nH]c2ccc(S(=O)(=O)N(CC)CC)cc2c1=O returned MMP13 fTHP cleavage 11.
`Cn1c(SCC(=O)N2CCCc3ccccc32)nnc1-c1ccco1` gave MMP13 fTHP cleavage 1.
`COc1ccc(CCn2c(N)c(C#N)c3nc4ccccc4nc32)cc1OC` gave MMP13 fTHP cleavage 8.
`c1ccc2sc(-c3ccc4c(c3)OCO4)nc2c1` gave MMP13 fTHP cleavage 7.
For Cc1cccc(-n2ncc3c(NCc4ccccn4)ncnc32)c1 the results were MMP13 fTHP cleavage 10.
CCCn1c(=N)c(C(=O)NCC2CCCO2)cc2c(=O)n3cccc(C)c3nc21 (stereo not given) was read as MMP13 fTHP cleavage 0.
Screening CCc1cc(=O)oc2cc(C)cc(OCc3nn[nH]n3)c12 returned MMP13 fTHP cleavage 2.
Screening O=C(Nc1ccc2nc(-c3ccccc3)oc2c1)c1ccco1 returned MMP13 fTHP cleavage 3.
COc1ccc(-c2nn(CC(=O)N(C)C)c(=O)c3ccccc23)cc1 was read as MMP13 fTHP cleavage 2.
COC(=O)c1oc2ccc(Cl)cc2c1NC(C)=O was read as MMP13 fTHP cleavage 3.
N#Cc1c2c(c(NCc3ccco3)n3c1nc1ccccc13)CCC2 was read as MMP13 fTHP cleavage -5.
Screening CNC(=O)c1c[nH]n2c(=O)c(Cc3ccccc3F)c(C)nc12 returned MMP13 fTHP cleavage 1.
CC1(C(=O)N(c2ccccc2)C(C(=O)NC2CCCC2)c2ccccn2)CC(=O)N=C2C=CC=CN21 (stereo not given) was read as MMP13 fTHP cleavage 0.
Screening COc1ccc(S(=O)(=O)n2ccnc2)c2cccnc12 returned MMP13 fTHP cleavage 7.
`CN=C1SC(CC(=O)Nc2sc(C)c(C)c2C(=O)OC)C(=O)N1C` (stereo not given) gave MMP13 fTHP cleavage 3.
Screening Cc1ccc2nc(N3CCC(C(=O)O)CC3)nc(-c3ccccc3)c2c1 returned MMP13 fTHP cleavage 5.
CCc1c(C)n2nc(C)cc2[nH]c1=O was read as MMP13 fTHP cleavage -3.
`Cc1ccc2[nH]c3c(N4CCCCCC4)ncnc3c2c1` gave MMP13 fTHP cleavage 4.
`COC(=O)C(CC(C)C)Oc1ccc2c(C)cc(=O)oc2c1` (stereo not given) gave MMP13 fTHP cleavage 4.
Screening O=C(O)c1cc2ccc3ccccc3c2[nH]1 returned MMP13 fTHP cleavage 4.
For Fc1cccc2sc(Nc3nnc(-c4ccccc4)o3)nc12 the results were MMP13 fTHP cleavage 75*.
CC(=O)Nc1nc(CC(C)C)cc(-c2ccco2)c1C#N was read as MMP13 fTHP cleavage 2.

Among those listed so far, 5 have two or more sulfur atoms.
Screening CSc1nnc(-c2cccs2)n1-c1ccccc1 returned MMP13 fTHP cleavage 5.
Screening CC(=O)Nc1nc(C)c(S(N)(=O)=O)s1 returned MMP13 fTHP cleavage 4.
Screening O=C(CSc1nnc(-c2cccs2)o1)c1cccs1 returned MMP13 fTHP cleavage 5.
Cc1csc(NC(=O)c2cc3c(s2)-c2ccccc2OC3)n1 was read as MMP13 fTHP cleavage 6.
`CN=C1SC(CC(=O)Nc2sc(C)c(C)c2C(=O)OC)C(=O)N1C` (stereo not given) gave MMP13 fTHP cleavage 3.

Source: PubChem (The Scripps Research Institute Molecular Screening Center)
